# Jurkat NFkB inh – lowers PMA/ionomycin-induced NF-kB signal in Jurkat cells; PMA/ionomycin-induced NF-kB luciferase reporter, luminescence; AID 435003; inhibition, % at 4 µM; 330,000 compounds, 0.53% hits; in the data active means inhibition above about 50%
# CXCR6 block – CXCR6 (human) receptor inhibition; 360,000 compounds, 0.36% hits; O00574; CHO-K1 PathHunter CXCR6 beta-arrestin, luminescence; inhibition, % at 20 µM; in the data active means inhibition above about 34%, passing the limit was not always enough;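 further: antagonist mode with CXCL16 agonist at 10 nM final; 0% = 10 nM CXCL16 with DMSO and 100% = unstimulated wells without agonist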
# Target sequence (O00574 whole entry, looked up): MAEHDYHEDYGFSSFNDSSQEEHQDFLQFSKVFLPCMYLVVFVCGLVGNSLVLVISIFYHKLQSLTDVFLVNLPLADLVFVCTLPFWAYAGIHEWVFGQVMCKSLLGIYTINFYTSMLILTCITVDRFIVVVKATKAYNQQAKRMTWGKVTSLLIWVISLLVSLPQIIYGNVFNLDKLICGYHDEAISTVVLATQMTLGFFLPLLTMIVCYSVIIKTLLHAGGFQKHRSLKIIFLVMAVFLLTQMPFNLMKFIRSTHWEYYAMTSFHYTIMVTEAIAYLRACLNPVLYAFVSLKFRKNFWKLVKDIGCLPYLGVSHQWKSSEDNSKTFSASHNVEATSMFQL
# CCR6 antag – antagonists of human CCR6 receptor; P51684; CHO-K1 CCR6 PathHunter beta-arrestin, luminescence, CCL20-stimulated; inhibition, % at 20 µM; 340,000 compounds, 0.49% hits; AID 493098;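 active means compounds whose inhibition of the agonist-driven luminescence signal at 20 µM reaches about 50%, limit read from the data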;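 further: cells stimulated with CCL20 at 14 nM final; plate controls were DMSO with CCL20 for no effect and DMSO without agonist for full effect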
# Target sequence (P51684 whole entry, looked up): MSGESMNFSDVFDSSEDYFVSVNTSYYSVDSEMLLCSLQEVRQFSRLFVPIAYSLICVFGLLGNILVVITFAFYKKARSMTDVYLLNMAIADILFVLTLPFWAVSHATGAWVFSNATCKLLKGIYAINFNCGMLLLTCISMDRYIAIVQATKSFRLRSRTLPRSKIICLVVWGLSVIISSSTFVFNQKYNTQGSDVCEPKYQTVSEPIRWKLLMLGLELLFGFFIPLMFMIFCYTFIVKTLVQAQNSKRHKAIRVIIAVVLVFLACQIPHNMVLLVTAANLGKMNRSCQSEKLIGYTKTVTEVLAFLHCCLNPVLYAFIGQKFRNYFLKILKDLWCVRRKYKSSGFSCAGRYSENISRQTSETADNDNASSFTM
# Mdm2-MdmX inh – human Mdm2/MdmX binding inhibition; AID 485346; SaOS-2 split-luciferase Mdm2/MdmX complementation, luminescence; O15151+Q00987; inhibition, % at 8 µM; 330,000 compounds, 3% hits;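 active means inhibition of at least 50% at 8 µM in the primary screen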
# 697 NFkB inh – inhibitors of the PMA/ionomycin-induced NF-kB reporter in 697 B cells | 697 B-cell NF-kB luciferase reporter, 16 h | inhibition, % at 4 µM | 330,000 compounds, 0.33% hits; in the data active means inhibition above about 35%
# UPR CHOP act – apoptotic UPR (CHOP) activation | AID 449763 | activation, % at 10 µM | 330,000 compounds, 0.34% hits | CHO-CHOP luciferase reporter, luminescence; percent of tunicamycin response over DMSO baseline;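 active means at 10 µM dose, activation of 40% or more, normalized to positive control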;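 further: 100% = tunicamycin at 10 µg/mL and 0% = DMSO alone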
#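 Evaluation: % reporter activation, DMSO baseline versus tunicamycin full activation; System: CHO-CHOP luciferase reporter cell line; Input: 500 cells/well; Incubation: 6 h compound treatment, 37 °C; Measured by: Steady-Glo luciferase luminescence; Dosing: one dose, 10 µM in 0.5% DMSO; Buffer or medium: F12 medium, 10% FBS; Benchmarks: positive tunicamycin 10 µg/mL, negative DMSO alone.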
# EBI2 antag – blocks human EBI2 receptor beta-arrestin signaling; EBI2 beta-arrestin recruitment, luminescence, 7a,25-OHC stimulated; 360,000 compounds, 0.81% hits; inhibition, % at 5 µM; AID 651636; in the data active means inhibition above about 38%;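 further: enzyme fragment complementation signal reports receptor beta-arrestin coupling in cells; 0% = agonist plus DMSO wells and 100% = wells without agonist; some results beyond the cut were filed as inactive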
# Target sequence (P32249 whole entry, looked up, the tested form may be a part): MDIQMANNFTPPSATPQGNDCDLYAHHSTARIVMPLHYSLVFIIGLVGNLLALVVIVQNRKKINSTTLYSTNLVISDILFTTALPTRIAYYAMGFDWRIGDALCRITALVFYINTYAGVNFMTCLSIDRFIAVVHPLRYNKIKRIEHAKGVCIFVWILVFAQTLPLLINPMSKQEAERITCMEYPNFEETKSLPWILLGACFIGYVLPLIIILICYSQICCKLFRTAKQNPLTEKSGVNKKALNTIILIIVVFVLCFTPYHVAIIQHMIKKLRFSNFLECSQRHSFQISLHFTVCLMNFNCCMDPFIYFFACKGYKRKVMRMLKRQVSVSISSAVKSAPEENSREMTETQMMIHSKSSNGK
# UPR XBP1 act – adaptive UPR (XBP1) activation; CHO-XBP1 luciferase reporter, IRE1-XBP1 UPR activation, luminescence; percent of tunicamycin response, DMSO as zero; 330,000 compounds, 0.33% hits; activation, % at 20 µM; AID 463104;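 active means versus positive control, 20 µM dose yields 30% or more activation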;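 further: 100% = tunicamycin at 10 µg/mL and 0% = DMSO only wells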
#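 Material: CHO-XBP1 cells stably carrying IRE1-XBP1-driven luciferase reporter / Amount: 1000 cells per well / Compound: 20 µM, 1% DMSO / Times: 6 h treatment, 37 °C / Detection: luciferase luminescence / Measure: % activation of reporter signal versus tunicamycin and DMSO controls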
# Gli-Sufu block – blocks Gli-Sufu signaling in a luciferase reporter; Sufu-KO-LIGHT fibroblasts, Gli luciferase reporter luminescence; inhibition, % at 5 µM; 340,000 compounds, 0.74% hits;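 active means inhibition above about 55%, limit read from the data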;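 further: 0% = DMSO-treated cells and 100% = wells with medium but no cells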
# An asterisk follows results filed as active; · = not tested or not shown.
# Screens in order: Jurkat NFkB inh	CXCR6 block	CCR6 antag	Mdm2-MdmX inh	697 NFkB inh	UPR CHOP act	EBI2 antag	UPR XBP1 act	Gli-Sufu block
> O=C(Cc1ccccc1[N+](=O)[O-])NCCCc1ccccc1
→ -5	1	-1	3	-2	1.7	-4	-2	11
> CCOC(=O)CSc1nc(COc2ccccc2)nc2ccccc12
→ -1	10	-8	11	8	-2.8	-1	-3	7
> O=C(c1csc2c1CCCC2)N1CCN(c2ncccn2)CC1
→ 8	-1	16	9	25	0.6	-7	-2	3
> Cc1ccc(C)c(S(=O)(=O)Nc2ccc(C(=O)NCCc3ccccn3)cc2)c1
→ 11	-3	12	0	18	1.6	4	-1	1
> COCCn1c(SCC(=O)NCCc2ccc(OC)c(OC)c2)nc2c([nH]c3ccccc32)c1=O
→ -10	8	7	1	-13	0.1	0	-2	-7
> Cc1ccccc1-c1noc(CNC(=O)c2ccco2)n1
→ 30	-9	8	-5	11	2.7	-2	-3	36
> COc1ccc(N2CCN(C(=O)[C@@H]3CCCN3C3=NS(=O)(=O)c4ccccc43)CC2)cc1
→ -6	4	8	-16	10	1.0	-1	4	1
> O=C(NC1CCCC1)C(c1c[nH]c2ccccc12)N(C(=O)Cn1nnc(-c2ccc(Cl)cc2)n1)c1ccccc1 (stereo not drawn)
→ -1	-6	16	3	9	1.5	9	0	-1
> O=C(NC(C(=O)N1CCCC1C(=O)O)=C1CCCCC1)c1ccccc1 (stereo not drawn)
→ 5	-17	2	26	5	-0.4	-3	-1	-2
> CC(=O)Nc1ccc(OCC(=O)NCCc2ccccc2)cc1
→ -14	-5	0	8	-3	2.4	-1	-1	-22
> O=C(COC(=O)c1cc([N+](=O)[O-])ccc1NCc1ccccc1)NC1CCCCC1
→ 2	1	21	27	5	0.7	13	0	-4
> CCCC(=O)NC(=S)Nc1ccccc1OC
→ -7	4	10	0	-3	0.7	-5	5	0
> CCN(CC)CCCN1C(=O)C(O)=C(C(=O)c2ccc(C)o2)C1c1ccc(C)o1 (stereo not drawn)
→ -7	4	-1	-23	-8	-0.2	-13	-4	-1
> Cc1c(C(=O)N(C)c2ccccc2Cl)cnn1-c1ccccc1
→ -13	-6	6	12	-16	-2.6	6	0	-11
> CC(C)Cc1nnc(NC(=O)CSc2nc(-c3ccccc3)cc(=O)[nH]2)s1
→ -5	8	4	2	4	0.2	1	-3	-2

# Further structures.
# Screens in order: Jurkat NFkB inh	CXCR6 block	CCR6 antag	Mdm2-MdmX inh	697 NFkB inh	UPR CHOP act	EBI2 antag	UPR XBP1 act	Gli-Sufu block
> Cc1cccc(C(=O)Nc2cccc3c2CCCC3)c1
→ -5	6	8	10	-8	0.6	-3	-2	16
> NC(=O)C1=C[C@H](c2ccc3c(c2)OCO3)C[C@H](OCc2ccc(CO)cc2)O1
→ -27	-7	9	-72	-40	5.3	6	1	-33
> CCC(=O)N1CCc2cc(S(=O)(=O)CCC(=O)N(C)c3ccc(OC)cc3)ccc21
→ -7	-2	17	16	11	0.1	1	-4	0
> C/C(=N\NC(=O)c1ccc(CN2CCOCC2)cc1)c1cccc([N+](=O)[O-])c1
→ 0	4	11	15	9	-0.3	3	4	-10
> COC(=O)c1ccc(N=NN2CCCCC2)cc1
→ -106	-11	14	-94	-71	3.9	-3	-3	-77
> CC1(c2ccc3ccccc3c2)NC(=O)N(CC(=O)N2CCN(Cc3ccc(C#N)cc3)CC2)C1=O (stereo not drawn)
→ 58*	-18	4	10	48*	6.5	-5	-3	68*
> CC1CCc2c(sc(NC(=O)CCc3nc4ccccc4c(=O)[nH]3)c2C#N)C1 (stereo not drawn)
→ 6	-3	5	72*	9	21	7	169*	32
> Cc1cc(=O)[nH]c(N/N=C/c2ccc(C)o2)n1
→ 8	-9	0	-31	5	6.6	-6	-2	-2
> O=C(Nc1nnc(N2CCCCCC2)s1)c1cc(-c2ccc(Br)cc2)on1
→ 1	-7	-4	-1	2	2.4	-3	-2	-11
> O=C(COC(=O)c1ccc(OC(F)F)cc1)NCCCN1CCCC1=O
→ -3	3	1	6	16	0.2	0	-1	1
> CC(=O)NC1CC2CCCC(C1)N2S(=O)(=O)c1ccccc1 (stereo not drawn)
→ -9	6	-6	16	-3	0.1	0	0	-4
> O=C(NCCN1C(=O)S/C(=C\c2cccnc2)C1=O)C1CC(=O)N(Cc2ccco2)C1 (stereo not drawn)
→ 6	-2	10	3	-3	-0.9	-5	-2	4
> N#Cc1ccccc1N=C1CCCN1Cc1ccccc1
→ -13	8	11	20	-5	0.2	5	-1	-3
> Cc1nn(-c2ccc(N3CCOCC3)nn2)c(C)c1CCC(=O)N1CCN(C)CC1
→ -5	5	0	5	16	0.7	-5	-2	-10
> Cc1ccc(C)c(N2CCN(C(=O)C34CC5CC(C3)CC(n3nnc(C)n3)(C5)C4)CC2)c1
→ 14	-7	-4	47	-39	1.3	-4	1	9

# Following part.
# Screens in order: Jurkat NFkB inh	CXCR6 block	CCR6 antag	Mdm2-MdmX inh	697 NFkB inh	UPR CHOP act	EBI2 antag	UPR XBP1 act	Gli-Sufu block
> CSCC[C@H](NC(=O)NCCC1=CCCCC1)C(=O)O
→ -18	5	-16	3	9	-2.3	-1	-4	49
> Cc1ccc(/C=C/C(=O)N2CCCN(C(=O)/C=C/c3ccc(C)cc3)CC2)cc1
→ -5	-14	-8	-3	-26	3.3	94*	-2	-26
> O=C1CC(=O)N(CCc2ccc(F)cc2)C(=O)N1
→ -11	0	3	5	-21	-0.2	-3	-1	-4
> Cc1cc(C)n(-c2nnc(C)n2NC(=O)c2cccc(Cl)c2)n1
→ -3	3	-17	5	1	1.0	-4	1	-5
> COc1cccc(NC(=O)CSc2nnnn2C2CCCCC2)c1
→ 4	-8	0	14	9	0.1	0	0	-13
> CCOC(=O)C1=C(c2ccccc2)Nc2ncnn2C1c1ccccn1 (stereo not drawn)
→ -3	6	-3	10	-50	-0.9	0	2	3
> COc1cc(F)c(C2=CC(=O)C[C@H](c3ccc(Cl)cc3)C2)cc1F
→ -3	10	6	13	-1	7.3	58*	1	6
> CP(=O)(Nc1cc(Cl)ccc1Cl)c1nc2c(s1)CCCC2 (stereo not drawn)
→ 6	11	4	-16	7	0.1	2	-2	3
> CCOC(=O)c1sc(=S)n(CC)c1N
→ -11	-10	0	31	1	-0.9	-7	-5	1
> C/C(=N\NC(=O)C(C)Oc1ccc([N+](=O)[O-])cc1)c1ccccn1 (stereo not drawn)
→ 61*	74*	77*	54*	-14	67*	15	7	88*
> CCC(Sc1nc2n[nH]c(C)c2c(=N)n1-c1cccc(Cl)c1)C(=O)NCCOC (stereo not drawn)
→ 7	-14	-3	5	2	-2.9	-2	2	10
> COC(=O)[C@@H]1C(c2c(OC)cc(OC)cc2OC)=NO[C@H]1C(=O)OC
→ -4	-4	-3	21	5	0.4	-13	-1	7
> CCCCNC(=O)C(=O)NC(C)CCc1ccccc1 (stereo not drawn)
→ 7	-1	3	14	1	-0.5	-3	-4	17
> O=C(COC(=O)c1cccnc1)Nc1cccc(Cl)c1
→ -6	1	10	21	13	-0.6	-9	-1	-2
> CCN(CC)c1nc2ccccc2nc1C(C#N)C(=O)NCCc1ccccc1 (stereo not drawn)
→ 1	0	-3	3	10	0.1	16	-2	7

# Further records
# Screens in order: Jurkat NFkB inh	CXCR6 block	CCR6 antag	Mdm2-MdmX inh	697 NFkB inh	UPR CHOP act	EBI2 antag	UPR XBP1 act	Gli-Sufu block
> CN1CCN(C(=O)C23CCC(C)(c4nc5ccccc5nc42)C3(C)C)CC1 (stereo not drawn)
→ 3	-2	13	-17	11	-1.4	-7	-1	8
> COC(=O)/C=C/c1cccc([C@H]2[C@@H]3C=CC[C@@H](C)[C@@H]3C(=O)N2Cc2ccccc2)c1
→ ·	17	19	16	28	1.6	7	-2	1
> Cc1nnc(SCC(=O)N(CC(C)C)C2CCS(=O)(=O)C2)n1N (stereo not drawn)
→ -1	-1	-5	-22	9	0.9	0	1	12
> O=C(COc1ccccc1)NC(NC(=S)Nc1ccccc1C(=O)O)C(Cl)(Cl)Cl (stereo not drawn)
→ -9	0	2	-16	-6	2.3	-5	-2	-3
> Cc1cccc(C2CC(c3ccccc3)Nc3nc(N)nn32)c1 (stereo not drawn)
→ 4	-1	15	5	18	0.0	-4	-2	0
> O=C(CCCN1C(=O)NC2(CCCC2)C1=O)Nc1ccc(Cl)c(S(=O)(=O)N2CCOCC2)c1
→ 7	4	-1	7	-2	0.6	-11	-2	-3
> O=C(Nc1ccccc1F)c1cc(S(=O)(=O)N2CCOCC2)cs1
→ 6	12	10	29	12	0.4	14	-2	0
> CC(NC(=O)C1CCN(C(=O)Nc2ccccc2)CC1)c1ccc(Cl)cc1 (stereo not drawn)
→ 18	-4	5	-8	15	0.5	46*	-1	3
> COc1ccc(-c2coc3c(CN4CCCCC4)c(O)c(CN4CCCCC4)c(O)c3c2=O)cc1
→ -12	·	·	38	-25	-0.4	·	1	·
> COc1ccc(C(=O)NC2CCCc3c2cnn3-c2ccc(C)c(C)c2)c(OC)c1OC (stereo not drawn)
→ 8	2	17	9	-29	-1.1	10	-9	16
> CCc1cccc(CC)c1C(OC(C)=O)c1cccnc1 (stereo not drawn)
→ -7	8	19	-12	0	-0.4	5	0	5
> CC(=O)N1CCN(Cc2nc3cc(NC(=O)COc4cccc(C)c4)ccc3n2C)CC1
→ -30	3	8	-6	-25	1.2	-9	1	-7

# Some of the entries so far, tab-delimited:
Structure	Jurkat NFkB inh	CXCR6 block	CCR6 antag	Mdm2-MdmX inh	697 NFkB inh	UPR CHOP act	EBI2 antag	UPR XBP1 act	Gli-Sufu block
COC(=O)/C=C/c1cccc([C@H]2[C@@H]3C=CC[C@@H](C)[C@@H]3C(=O)N2Cc2ccccc2)c1	·	17	19	16	28	1.6	7	-2	1
Cc1nnc(SCC(=O)N(CC(C)C)C2CCS(=O)(=O)C2)n1N (stereo not drawn)	-1	-1	-5	-22	9	0.9	0	1	12
O=C(COc1ccccc1)NC(NC(=S)Nc1ccccc1C(=O)O)C(Cl)(Cl)Cl (stereo not drawn)	-9	0	2	-16	-6	2.3	-5	-2	-3
Cc1cccc(C2CC(c3ccccc3)Nc3nc(N)nn32)c1 (stereo not drawn)	4	-1	15	5	18	0.0	-4	-2	0
O=C(CCCN1C(=O)NC2(CCCC2)C1=O)Nc1ccc(Cl)c(S(=O)(=O)N2CCOCC2)c1	7	4	-1	7	-2	0.6	-11	-2	-3
O=C(Nc1ccccc1F)c1cc(S(=O)(=O)N2CCOCC2)cs1	6	12	10	29	12	0.4	14	-2	0
CC(NC(=O)C1CCN(C(=O)Nc2ccccc2)CC1)c1ccc(Cl)cc1 (stereo not drawn)	18	-4	5	-8	15	0.5	46*	-1	3
COc1ccc(-c2coc3c(CN4CCCCC4)c(O)c(CN4CCCCC4)c(O)c3c2=O)cc1	-12	·	·	38	-25	-0.4	·	1	·
COc1ccc(C(=O)NC2CCCc3c2cnn3-c2ccc(C)c(C)c2)c(OC)c1OC (stereo not drawn)	8	2	17	9	-29	-1.1	10	-9	16
CCc1cccc(CC)c1C(OC(C)=O)c1cccnc1 (stereo not drawn)	-7	8	19	-12	0	-0.4	5	0	5
CC(=O)N1CCN(Cc2nc3cc(NC(=O)COc4cccc(C)c4)ccc3n2C)CC1	-30	3	8	-6	-25	1.2	-9	1	-7
